TTR transcr act: increases transthyretin transcription | SH-SY5Y TTR promoter Gaussia luciferase, luminescence; 100% = recombinant luciferase protein wells | activation, % at 16.7 µM | 92,000 compounds, 1.3% hits | AID 1117267;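 active = activation above the mean of all tested compounds plus 3 SD, cut at about 9.5% in these data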;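 also: cells exposed to compounds for one day before reading; 0% = median of all test compound wells on the plate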
An asterisk follows results filed as active; & = joins results of further samples. The list is partial; rates above refer to the full screens.

Sample of the layout (2 entries):
SMILES	TTR transcr act
CCCCNC(=O)C[C@H]1C[C@@]2(C(=O)OC)C(=C[C@H](COCc3ccccc3)O[C@@H]2C)N(CCc2ccc(OC)c(OC)c2)C1=O	1.6
Cc1ccc(N2CC(C(=O)N3CCC(c4nc5ccccc5[nH]4)CC3)CC2=O)cc1C (stereo not drawn)	0.8

The list itself, repeating the preview:
SMILES	TTR transcr act
CCCCNC(=O)C[C@H]1C[C@@]2(C(=O)OC)C(=C[C@H](COCc3ccccc3)O[C@@H]2C)N(CCc2ccc(OC)c(OC)c2)C1=O	1.6
Cc1ccc(N2CC(C(=O)N3CCC(c4nc5ccccc5[nH]4)CC3)CC2=O)cc1C (stereo not drawn)	0.8
CC(=O)Nc1ccc(S(=O)(=O)NCC2CCC(C(=O)NCCc3ccccc3)CC2)cc1 (stereo not drawn)	0.3
COc1cccc(-c2nnn(CC(=O)Nc3ccc(C)cc3C)n2)c1OC	-1.0
CCCn1cnc2scc(-c3ccc(C)cc3)c2c1=O	0.5
CCCn1c(=S)[nH]c2cc(C(=O)N3CCCC(C(=O)OCC)C3)ccc2c1=O (stereo not drawn)	-5.1
COc1ccc(NC(=O)CSCc2ccc(C#N)cc2)c(OC)c1	1.9
Clc1ccccc1-c1nnc2sc(-c3ccccn3)nn12	0.4
O=C1CCCc2c1nc(-c1ccc([N+](=O)[O-])cc1)n2O	12*
N=c1c2cn[nH]c2nc(SCC(=O)c2ccc(Br)cc2)n1-c1ccc(Br)cc1	0.9

The last four records of the part before are carried over, then new ones follow.
SMILES	TTR transcr act
COc1ccc(NC(=O)CSCc2ccc(C#N)cc2)c(OC)c1	1.9
Clc1ccccc1-c1nnc2sc(-c3ccccn3)nn12	0.4
O=C1CCCc2c1nc(-c1ccc([N+](=O)[O-])cc1)n2O	12*
N=c1c2cn[nH]c2nc(SCC(=O)c2ccc(Br)cc2)n1-c1ccc(Br)cc1	0.9
Cc1nn(C)c(C)c1/C=C(\C#N)C(N)=O	0.1
Cc1nn(Cc2ccc(Cl)c(Cl)c2)c(C)c1NC(=O)c1cc(-c2ccc3c(c2)OCO3)on1	-0.2
CC(=O)c1ccc(N2CCN(C(=O)/C=C/c3ccc(S(=O)(=O)NCc4ccco4)cc3)CC2)cc1	-3.4
N#CC1(Cc2ccccc2)c2ccccc2C=CN1C(=O)c1ccccc1 (stereo not drawn)	-0.9
Cn1c(NC(=O)C(C)(C)Oc2ccc(Cl)cc2)cc(=O)n(C)c1=O	-0.6
Cc1ccc(NC(=O)C2(C)CCN2C(=O)C2CCCCC2)cc1C (stereo not drawn)	0.4
COc1ccc(NC(=O)c2ccc3ccccc3n2)cc1S(=O)(=O)N1CCCCC1	-0.6
COc1ccc([N+](=O)[O-])cc1NC(=S)NC(NC(C)=O)C(Cl)(Cl)Cl (stereo not drawn)	0.2
CC(C)(ONC(=O)Nc1ccccc1Cl)C(=O)O	6.7
Cc1cccc(C)c1NC(=O)C(NC=O)c1ccccc1 (stereo not drawn)	7.5
Cc1ccc(S(=O)(=O)N2CCCCC2)cc1NC(=O)C1CC1	-0.2
O=C1NC2(CCCCC2)N=C1c1ccccc1	6.5
CC1=[N+](C)c2ccc3ccccc3c2C1(C)C	-3.8
C#CCOC(=O)CCCNc1ccc([N+](=O)[O-])cc1[N+](=O)[O-]	0.3
COc1ccccc1-c1nnn(C/C(N)=N/O)n1	0.9
O=C(NC1CCCCC1)C(c1ccccc1)N(Cc1ccco1)C(=O)Cn1cnc2ccccc21 (stereo not drawn)	9.2
C[C@H](CO)N1C[C@H](C)[C@H](CN(C)S(=O)(=O)c2cccc(F)c2)OCc2ccccc2-c2c(n(C)c3ccccc23)C1=O	-2.8
COc1ccc(S(=O)(=O)N2CCCCC2)cc1NS(=O)(=O)c1ccccc1F	8.7
CCc1nnc2c(NCCc3ccc(OC)c(OC)c3)nc3ccccc3n12	-0.5
Oc1c(Br)cc(Br)cc1C=Nc1cccc2ncccc12	-2.1
CCC1(C)Cc2c(C#N)c(N)n(-c3ccccc3)c(=S)c2CO1 (stereo not drawn)	-0.4
Cc1ccccc1CC(=O)N1CCN(S(=O)(=O)c2cccs2)CC1	1.7
OC1(Cc2ccccc2)CCN(c2ncnc3sccc23)CC1	-3.8
CCO[C@@H]1OC(C(N)=O)=C[C@H](C2CC2)[C@H]1CCCO	1.9
CCOC(=O)CSc1nnc(-c2ccc([N+](=O)[O-])cc2)o1	4.0
c1ccc(COC2CCCN(Cc3nc(-c4cccs4)no3)C2)nc1 (stereo not drawn)	1.4
CN(C)c1nc(N)c2nccnc2n1	1.3
CN(C)c1c(F)cc(C(=O)NC(=O)NCc2cccnc2)cc1F	-2.0
CC(C)Oc1ccc(CNC(=S)N/N=C/c2ccc([N+](=O)[O-])cc2)cc1	2.0
CC(C)(C)OC(=O)CNC(=O)c1[nH]cnc1C(=O)NCCCCCNC(=O)OC(C)(C)C	-8.7
CCOc1ccc(C(CC(=O)O)NC(=O)c2cccs2)cc1 (stereo not drawn)	3.1
CNC[C@H](Cc1ccccc1)NC[C@@H](Cc1cccc2ccccc12)NCCc1ccc(C)cc1	-7.3
Cc1nc2ncnn2c(C)c1CCC(=O)NCCCN1CCN(c2cccc(Cl)c2)CC1	0.9
COc1cc(C=NNC(=S)Nc2ccc(S(=O)(=O)N3CCCCC3)cc2)cc(OC)c1OC	-0.1
COc1ccc(NS(=O)(=O)c2cc(NC(=O)c3cc(=O)c4ccccc4o3)ccc2OC)cc1	0.7
C=CCOc1cccc(/C=C2\C(=O)N(Cc3ccc(C)cc3)C(C)=C2C(=O)OC)c1	0.1
Cc1ccc(-c2cn(C[C@H]3CC[C@@H]([C@@H]4CC[C@H](Cn5cc(-c6ccc(C)cc6)nn5)O4)O3)nn2)cc1	-3.5
CCOC(=O)N1CCC(=NNC(=O)COc2cccc(C)c2)CC1	2.6
COc1ccccc1CNc1ncnc2c1cnn2-c1ccccc1	0.3
Cc1noc(C)c1COc1ccc(C(=O)N2CCC(C(N)=O)CC2)cc1	0.3
Cc1ccc(S(=O)(=O)C[C@@H]2OC[C@H](C)N2S(=O)(=O)c2ccc(C)cc2)cc1	-1.6
CCC1SC(C)C/C(=N/NC(N)=O)C1C (stereo not drawn)	6.2
COc1cc2ccc(=O)oc2cc1O	0.7
N#C/C(=C/c1ccc(F)cc1)S(=O)(=O)c1ccccc1	1.3
CCOc1ccc(CC(=O)NNC(=S)Nc2ccccc2)cc1Br	-2.8
CN(CCNC(=O)C1CCCN(c2ncnc3c2nc2n3CCCCC2)C1)Cc1ccccc1 (stereo not drawn)	7.2
C/C(Cn1nnc([N+](=O)[O-])n1)=N\NC(=O)c1ccccc1	-0.4
CN(Cc1ccccc1)C(=O)CN(Cc1ccccc1)S(C)(=O)=O	3.5
COc1ccc(S(=O)(=O)N(C)CC(=O)Nc2ccc(F)cc2)cc1	0.1
COc1ccccc1NC(=O)c1ccc2c(c1)N(CC(=O)NC(C)C)C(=O)C(C)(C)O2	-0.8

The results go on:
SMILES	TTR transcr act
CC(C)Cn1c2ccccc2c2cc(C(=O)O)ccc21	0.8
O=C(O)COc1ccccc1C1C2C(=O)N(c3ccccc3)C(=O)C2ON1c1ccccc1 (stereo not drawn)	3.5
O=C(CN(Cc1ccc(Cl)cc1)C(=O)c1csnn1)NCc1ccc(F)cc1	-0.2
CN1CCNC(=O)C1CC(=O)O (stereo not drawn)	0.5
CCCn1c(CCC(=O)O)nc2cc(S(=O)(=O)N3CCCC3)ccc21	0.2
CCCCn1nnnc1C(CCc1ccccc1)N1CCN(C/C=C/c2ccccc2)CC1 (stereo not drawn)	-1.3
CCc1nnc(NC(=O)c2ccc(Br)c(S(=O)(=O)N3CCOCC3)c2)s1	-5.1
CCc1nc2ccc(C(=O)NCc3ccc4c(c3)OCO4)cn2c1N(C)Cc1ccc(OC)cc1	-0.1
Cc1c([N+](=O)[O-])c(C(=O)Sc2ccc(Br)cc2)nn1C	-1.1
Cc1cccc2c(C(=O)N3CCCCC3)cc(-c3ccccc3)nc12	-1.0
CCN(CC(=O)Nc1c(F)cccc1F)C(=O)c1nn(C)c(=O)c2ccccc12	0.0
COc1ccc(NC(=O)c2ccc(-c3ccc(OC)cc3)s2)cc1	1.0
Fc1ccc(-c2nnc(Cc3nnc(-c4ccc(F)cc4)o3)o2)cc1	3.0
C=CCNC(=O)N[C@@H](Cc1ccccc1)C(=O)OC	-1.2
O=C1CN(C(=O)COc2ncnc3ccccc23)c2ccccc2N1	6.8
COc1ccc(Cl)cc1NS(=O)(=O)c1cccc(C(=O)NCC2CCCO2)c1 (stereo not drawn)	4.5
CC(=O)N1CCC(c2c[nH]c3ccccc23)CC1	-0.7
CC(=O)Nc1ccc(S(=O)(=O)N(C)CC(=O)OC(C)C(=O)NC2CCCC2)cc1 (stereo not drawn)	1.9
Cc1cc(C)nc(CCNC(=O)c2cc(COc3c(C)cccc3C)on2)n1	-1.9
Cc1ccn2c(=O)nc(SCC(=O)NCc3ccccc3)nc2c1	-0.1
O=C(c1cc(COc2c(F)cccc2F)on1)N1CCC(c2ccncc2)CC1	-4.0
Cc1[nH]c2ccccc2c1SCC(=O)N1CCC(C)CC1	0.6
CCC(CC)NC(=O)Nc1ccc(F)c(Cl)c1	2.1
O=C(NNC(=S)NC(=O)c1ccccc1[N+](=O)[O-])c1ccccc1[N+](=O)[O-]	1.2
O=C(CN1C(=O)COc2ccccc21)N1CCCC1	-0.2
O=C(N/N=C/c1cc(Br)ccc1O)c1ccncc1	0.7
CCOc1ccc2nc(COC(=O)c3cccs3)c(C(=O)c3ccccc3)[n+]([O-])c2c1	-1.4
Cc1cccc(NS(=O)(=O)c2ccc3c(c2)CCC(=O)N3)c1	2.4
O=C(Nc1ccccc1)Nc1nc(-c2ccc(F)cc2)cs1	-2.3
COC(=O)c1[nH]c2cc(OC)ccc2c1NC(=O)CCN1CCCC(C)(C)C1	8.4

Reprinted at random: two records from the list
SMILES	TTR transcr act
CC(=O)Nc1ccc(S(=O)(=O)NCC2CCC(C(=O)NCCc3ccccc3)CC2)cc1 (stereo not drawn)	0.3
Cc1noc(C)c1COc1ccc(C(=O)N2CCC(C(N)=O)CC2)cc1	0.3

Next section.
SMILES	TTR transcr act
CC(C)CCNC(=O)CNC(=S)N(Cc1ccccc1)Cc1cccnc1	-2.0
N#C/C(=C(/O)c1ccco1)c1nc2ccccc2s1	-0.3&2.6
CCOC(=O)c1cc(Cl)c2c(ccc3ccccc32)n1	-0.7
CCN1C(=O)[C@H]2[C@H]3CN=C(SCc4ccc(C)cc4)N3[C@@](C)(C(=O)OC)[C@H]2C1=O	1.9
CSc1nsc(SC)c1NC(=O)OCCc1ccccn1	0.3
CN1CCC(OC(c2ccccc2)c2ccc(Cl)cc2)C1 (stereo not drawn)	-2.8
CCOC(=O)N1CCN(C/C(Cl)=C/c2ccccc2)CC1	-1.1
CCSc1nnc(NC(=O)c2cccc3ccccc23)s1	-1.1
O=C1/C(=C/c2c[nH]c3ccccc23)CCC/C1=C\c1c[nH]c2ccccc12	-2.1
O=C(CN1C(=O)NC2(CCCCCC2)C1=O)c1ccc(F)cc1	0.3
Cc1ccccc1CN1CCCCC(NC(=O)c2ccc3ccccc3c2)C1=O (stereo not drawn)	-2.9
O=C(CCN1C(=O)COc2ccccc21)N1CCN(c2ccccn2)CC1	-0.8
COc1cccc(NC(=O)C(=S)NC2CCCCC2)c1	-0.8
CC(C)(C)c1cc[n+](C2=C([O-])c3ccccc3C(=O)/C2=N\S(=O)(=O)c2ccccc2)cc1	1.1
Cc1ccc(-c2ccc(CN3C(CC(C)C)C(=O)N(Cc4cn(CC5CCCCC5)nn4)CCS3(=O)=O)cc2)cc1 (stereo not drawn)	0.3
CCOC(=O)C1CCN(S(=O)(=O)c2ccccc2[N+](=O)[O-])CC1	1.9
CCOC(=O)C1Sc2[nH]c(=O)sc2C(c2ccc(Cl)cc2)C1C(=O)OCC (stereo not drawn)	2.1
COc1ccc(OCC(=O)Nc2nnc(S(=O)(=O)N3CCCCCC3)s2)cc1	0.3
Cc1ccc(NC(=O)CSC(C)C(=O)NCCc2ccccn2)cc1 (stereo not drawn)	4.3
O=S(=O)(CCN1CCCC1)NCCNS(=O)(=O)c1ccc(F)cc1Br	0.0

Ordered by value in TTR transcr act (smallest number first): 3 of the compounds above
SMILES	TTR transcr act
Cc1ccccc1CN1CCCCC(NC(=O)c2ccc3ccccc3c2)C1=O (stereo not drawn)	-2.9
O=C(CCN1C(=O)COc2ccccc21)N1CCN(c2ccccn2)CC1	-0.8
CCOC(=O)C1CCN(S(=O)(=O)c2ccccc2[N+](=O)[O-])CC1	1.9

Additional structures follow.
SMILES	TTR transcr act
NN1C(=O)/C(=C\c2ccco2)SC1=S	0.4
CC1=CC2=NC(=O)/C(=C\c3cc(C)n(-c4ccc(F)cc4)c3C)C(=N)N2O1	-1.3
CC1(C)CC(=O)C=C(NNC(=O)c2ccccc2O)C1	-0.5
Nc1nonc1-n1nnc(C(=O)N/N=C/c2ccccc2O)c1CN1CCCC1	-0.1
O=c1[nH]n2c(-c3ccccc3)nc(O)c2c2ccccc12	-1.4
CCOC(=O)c1ccccc1-n1nnnc1C	1.9
COc1ccc2nc(NC(=O)c3cccc(OCc4c(C)noc4C)c3)sc2c1	-3.7
Cc1cccc(OCCCN2CCOCC2)c1C	4.1
O=c1cc(CN2CCN(c3ccc(F)cc3)CC2)c2cc3c(cc2o1)CCCC3	4.4
COc1cccc2c(N/N=C/c3ccc(O)c(O)c3)cc(C)nc12	4.6
CCC(=O)Nc1ccc(N2CCN(C(=O)c3ccco3)CC2)c(Cl)c1	4.0
Cc1cc(N2CCN(C(=O)c3ccco3)CC2)n2ncnc2n1	-1.7
CC(=O)Nc1ccc(/C(C)=N/NC(=O)c2ccccc2Cl)cc1	-0.9
CC1(C(=O)NCc2ccccc2)CCC(=O)N1CCOc1ccccc1 (stereo not drawn)	1.4
CCCCSc1nc2c(cnn2-c2ccc(C)c(C)c2)c(=O)[nH]1	1.8
O=C(NCCc1c[nH]c2ccccc12)C(=O)NCC1OCCN1S(=O)(=O)c1ccccc1 (stereo not drawn)	2.8

Screening data (PubChem BioAssay)
